High-throughput results as filed in PubChem.
USP2a block – qHTS Assay for Inhibitors of Ubiquitin-specific Protease USP2a Using CHOP2 as the Reporter | Ubiquitin carboxyl-terminal hydrolase 2 (Homo sapiens), O75604 | USP2 core, Ub-CHOP2 coupled fluorogenic reporter, 485/531 | Potency, µM (series often up to 38.3 µM), without a hit: at the highest dose activity change, negative = inhibition, actives largely listed as inhibitors | actives 0.01% (n = 330,000) | AID 463254, 2010;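 also: potency is read from the fitted curve at half-maximal effect; plate controls were DMSO wells for no effect and full inhibition by NEM control for full effect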
Target sequence (O75604 whole entry, looked up): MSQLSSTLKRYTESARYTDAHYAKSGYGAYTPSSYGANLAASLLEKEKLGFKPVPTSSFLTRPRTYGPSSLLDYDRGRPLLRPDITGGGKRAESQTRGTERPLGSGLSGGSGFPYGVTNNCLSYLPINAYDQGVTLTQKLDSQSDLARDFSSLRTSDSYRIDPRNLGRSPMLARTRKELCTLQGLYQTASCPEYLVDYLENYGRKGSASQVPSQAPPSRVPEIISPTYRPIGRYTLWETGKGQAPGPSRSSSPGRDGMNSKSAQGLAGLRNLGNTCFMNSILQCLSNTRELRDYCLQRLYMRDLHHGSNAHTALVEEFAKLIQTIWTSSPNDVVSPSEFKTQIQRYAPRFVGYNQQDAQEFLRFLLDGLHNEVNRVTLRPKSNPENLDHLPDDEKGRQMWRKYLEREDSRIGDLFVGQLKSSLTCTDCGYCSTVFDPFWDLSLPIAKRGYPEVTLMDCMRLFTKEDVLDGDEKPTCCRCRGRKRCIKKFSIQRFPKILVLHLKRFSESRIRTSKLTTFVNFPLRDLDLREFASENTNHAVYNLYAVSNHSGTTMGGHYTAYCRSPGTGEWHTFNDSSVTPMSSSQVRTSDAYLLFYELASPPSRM
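Cell-free coupled assay: 10nM USP2 core preincubated 30min RT with compound in Tris-HCl pH 8.0/CaCl2/CHAPS buffer, then 25nM Ub-CHOP2 and 25nM reporter substrate; fluorescence (Ex 485/Em 531) read after 60min RT, normalized to NEM inhibition, concentration-response curves fitted.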
KCNH2 3.1 inh – qHTS for Inhibitors of KCHN2 3.1: Mutant qHTS | Potassium voltage-gated channel subfamily H member 2, brain isoform KCNH2 3.1 (human) | actives 0.95% (n = 340,000) | U2OS KCNH2 3.1, thallium flux FluxOr; hits give low values | activity change, % (tested at about 1.8 µM) | AID 720553, 2013;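 active = maximum activity change below -70%; inconclusive = maximum activity change from -70% to -50%; inactive = maximum activity change above -50%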;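 also: thallium influx rate constant from kinetic fluorescence after stimulation buffer; % is scaled to controls: 0 for no effect and ±100 for the full control effect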
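Thallium flux read-out: FluxOr dye with Red40 quencher in HBSS/HEPES, 45 min at RT. Rate constants from kinetic reads were normalized to positive and negative DMSO controls. Cells: U2OS virally expressing the 3.1 isoform.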
Giardia kill – Small Molecules that selectively kill Giardia lamblia: qHTS. Giardia lamblia trophozoite viability. activity change, % at 7.66 µM, hits read low. actives 0.15% (n = 340,000). AID 540267, 2011; in the data active = activity change below about -80%; inconclusive = between about -30% and that limit;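 also: parasites exposed to compound for two days anaerobically before the ATP read; % is scaled to controls: 0 for no effect and ±100 for the full control effect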
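ATP-content bioluminescence gauges trophozoite survival. Cells (100/well) receive compound and incubate anaerobically for 48 hrs at 37 deg C; detection reagent follows for 15-30 min at room temperature.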
KCNH2 WT inh – qHTS for Inhibitors of KCHN2 3.1: Wildtype qHTS; Voltage-gated inwardly rectifying potassium channel KCNH2 (Homo sapiens), Q12809; U2OS, BacMam KCNH2, thallium flux FluxOr; hits give low values; activity change, % at 1.84 µM; actives 0.37% (n = 340,000); AID 720551, 2013;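 active = maximum activity change below -70%; inconclusive = maximum activity change between -70% and -50%; inactive = maximum activity change above -50%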; also: % is scaled to controls: 0 for no effect and ±100 for the full control effect
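U2OS cells transduced with wild-type KCNH2 virus are loaded with FluxOr dye for 45 min, and thallium flux is measured in kinetic reads before and after stimulation buffer. Rate constants are normalized to DMSO controls.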
B2AR arrestin – qHTS assay of beta-arrestin-biased ligands of beta2-adrenergic receptor; beta-arrestin recruitment to beta2AR, cell-based reporter; Potency, µM (highest dose often 46.1 µM), without a hit: at the top dose activation, actives largely listed as activators; actives 0.02% (n = 330,000);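 also: potency is read from the fitted curve at half-maximal effect; 0% = DMSO controls and full agonism = EC100 isoproterenol or metaproterenol; nearly all actives have a fitted effect of over 65% in size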
GALK inh – qHTS Assay for Inhibitors of Human Galactokinase (GALK). P51570. Purified GALK, Kinase-Glo residual ATP luminescence. Potency, µM (titrated, usually from 57.5 µM), without a hit: at the highest dose activity change, negative = inhibition, most hits filed as inhibitors. actives 0.007% (n = 270,000). AID 1868, 2009; also: potency is read from the fitted curve at half-maximal effect; % is scaled to controls: 0 for no effect and ±100 for the full control effect
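5 nM enzyme, 35 uM ATP, 100 uM galactose, 20 mM HEPES pH8.0, 5 mM MgCl2; 1 h RT; residual ATP by Kinase-Glo Plus luminescence, qHTS format.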
Menin MLL FP TR – qHTS Assay for Inhibitors Targeting the Menin-MLL Interaction in MLL Related Leukemias: Competition With Texas Red Labeled MLL-derived Mutant Peptide; O00255; Menin + Texas Red MLL mutant peptide, fluorescence polarization; Potency, µM (series often up to 61.6 µM), for the others: at the top dose FP activity change, negative = inhibition, most hits filed as inhibitors; actives 0.23% (n = 270,000); active = well fitted inhibition curve with a large enough effect in the polarisation, with a control signal flat, not every such curve was filed as active; inconclusive = small, poorly fitted or top-dose-only effect, or effect the other way, or a change in a side signal; inactive = no such curve, though single readings can be large or run the other way; the % refers to the polarisation; also: potency is read from the fitted curve at half-maximal effect; % of control where 0% means no effect; many of its hits are not listed in these tables
Coupling enz – qHTS Assay for Inhibitors of Fructose-1,6-bisphosphate Aldolase from Giardia Lamblia: Coupling assay counterscreen | coupling enzyme system counterscreen, AmpLite Red fluorescence | activity change, negative = inhibition, % at 58.2 µM, hits read low | actives 0.67% (n = 290,000); in the data active = activity change below about -30%; also: % is scaled to controls: 0 for no effect and ±100 for the full control effect
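Fluorescence at 525 nm excitation and 598 nm emission measured inhibition of the coupled detection system without aldolase. Compounds (at 57.5 uM final) were preincubated 10 min at room temperature with coupling enzyme reagent before a 20 min substrate/AmpLite Red step.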
PKM2 act – qHTS Assay for Activators of Human Muscle isoform 2 Pyruvate Kinase; actives 0.34% (n = 260,000); AID 1631, 2009; purified PKM2, Kinase-Glo ATP luminescence, activation; response scale: 0% is enzyme alone, no compound; Potency, µM (highest dose often 57.5 µM), for the others: at the top dose activation, usual class: activators; Pyruvate kinase PKM (Homo sapiens), P14618; also: potency is read from the fitted curve at half-maximal effect; % is scaled to controls: 0 for no effect and ±100 for the full control effect; nearly all actives have a fitted effect of over 55% in size
Target sequence (P14618 whole entry, looked up, canonical isoform): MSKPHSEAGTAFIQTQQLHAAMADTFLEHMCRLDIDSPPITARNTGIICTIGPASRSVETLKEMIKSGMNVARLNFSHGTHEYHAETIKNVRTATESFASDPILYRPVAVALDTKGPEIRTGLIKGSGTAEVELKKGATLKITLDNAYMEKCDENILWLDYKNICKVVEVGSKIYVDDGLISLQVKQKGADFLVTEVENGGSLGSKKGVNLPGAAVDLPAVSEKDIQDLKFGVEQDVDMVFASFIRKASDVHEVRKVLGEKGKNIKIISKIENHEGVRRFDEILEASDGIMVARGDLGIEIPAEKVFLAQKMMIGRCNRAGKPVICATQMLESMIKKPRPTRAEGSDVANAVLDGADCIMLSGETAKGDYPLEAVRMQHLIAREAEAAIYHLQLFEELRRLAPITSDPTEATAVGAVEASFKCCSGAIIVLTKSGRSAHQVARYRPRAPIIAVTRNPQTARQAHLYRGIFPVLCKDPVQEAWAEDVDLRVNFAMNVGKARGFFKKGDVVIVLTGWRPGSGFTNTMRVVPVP
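Purified hPK-M2 (>95% pure) converted ADP (0.1 mM final) to ATP with 0.5 mM PEP in 50 mM imidazole pH7.2, KCl, MgCl2, Tween 20, BSA; 1 h at room temperature. ATP detected by Kinase-Glo luminescence.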
TRPV1 ag – HTS Assay for Compounds that Act as Agonists of the Vanilloid Receptor 1 | Transient receptor potential cation channel subfamily V member 1 (Homo sapiens), Q8NER1 | TRPV1-expressing cells, Fluo-8 calcium influx, agonist mode | activation, % at 8.33 µM | actives 0.19% (n = 320,000); in the data active = activation above about 80%; inconclusive = between about 30% and that limit; also: 0% is about no effect
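Fluo-8 calcium influx in TRPV1-expressing cells, kinetic read (ex 480/em 520 nm). Compound added and read 3 min for agonist activity, followed by capsaicin at EC20 final and 2 min further read for enhancement.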
CXXC DNA block – qHTS Fluorescence Polarization Assay for Inhibitors of MLL CXXC domain - DNA interaction. Potency, µM (titrated, usually from 115 µM), without a hit: top-dose activity change, negative = inhibition, hits mostly inhibitors. MLL-CXXC / FITC-HOXA9 DNA fluorescence polarization. actives 0.037% (n = 290,000). AID 2662, 2010; active = well fitted inhibition curve with a large enough effect in the polarisation, with a control signal flat, not every such curve was filed as active; inconclusive = small, poorly fitted or top-dose-only effect, or effect the other way, or a change in a side signal; inactive = no such curve, though single readings can be large or run the other way; the % refers to the polarisation; also: potency is read from the fitted curve at half-maximal effect
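Purified MLL-CXXC (added from a 7 uM solution) was preincubated 5 min at ambient with pinned compounds in 50 mM Tris-HCl pH 7.5, 50 mM NaCl, 1 mM DTT, 0.05% BSA. Fluorescein-labeled HOX-A9 DNA (50 nM solution) followed, 30 min, then polarization read.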
The depositor's hits bear a star; ? = inconclusive; . = not tested or not shown; [ ] = another dose, or the depositor's remark. Unless noted, calls follow the shape of the dose curve; as a rule, active = well fitted curve in the direction sought with a large enough effect; inconclusive = small, poorly fitted or top-dose-only effect, or another doubt; inactive = no such curve, though single readings can be large; an effect the other way counts as inactive or inconclusive.

SMILES | USP2a block | KCNH2 3.1 inh | Giardia kill | KCNH2 WT inh | B2AR arrestin | GALK inh | Menin MLL FP TR | Coupling enz | PKM2 act | TRPV1 ag | CXXC DNA block
Cc1cc(=O)c2ccccc2n1Cc1ccccc1 | 1% | . | -6 | 1 | 0.3% | 10% | -6% | -1 | 5% | 12 | 3%
COc1ccc(C(=O)NCCCNC(=O)c2cccnc2)cc1Br | -1% | 1 | 38[activator] | -13 | 0.5% | -2% | 13% | 1 | 2% | 0 | 9%
CCc1cc2c(=O)n(-c3ccc(C)cc3)cnc2s1 | 2% | 11 | -15 | -2 | 2.3% | 0% | ? | -3 | -7% | 0 | 5%
COc1cccc(C(=O)N/N=c2/oc3ccccc3cc2C(N)=O)c1 | 3% | 1 | 17 | -4 | 0.4% | 1% | -16% | -4 | . | 3 | 0%
O=C(NC(=S)NCc1ccc(F)cc1)c1ccccc1 | 0% | 12 | 6 | 10 | -0.2% | . | ? | -1 | -2% | ? | 11%
COc1ccc(CN2CCC(=O)N([C@H](CO)c3ccccc3)CC2)cc1OC | 2% | -13 | 11 | -8 | 0.2% | . | 19% | 3 | 1% | 0 | -2%
O=C(CCc1ccccc1)Nc1ccccc1C(F)(F)F | 11% | -9 | 3 | 9 | -0.5% | -3% | -1% | 2 | 1% | 9 | -2%
Cc1ccc(NC(=O)CSc2nc3ncc(Br)cc3[nH]2)cc1C | 0% | -3 | -20 | -17 | -0.6% | 5% | 38%[activator] | 5 | -1% | 25 | 17%
CC(Oc1ccc(F)cc1)C(=O)Nc1ccc2ccccc2c1 (stereo not given) | -8% | -15 | 7 | 4 | 0.1% | 2% | 1% | -5 | -3% | ? | -2%
C/C(=N\NC(=O)c1nn(C)cc1Br)c1cccc(NC(=O)c2ccncc2)c1 | 2% | 2 | -2 | 7 | -1.4% | 0% | 4% | 0 | -10% | 4 | -5%

Of the compounds above, these contain four or more nitrogen atoms:
SMILES | USP2a block | KCNH2 3.1 inh | Giardia kill | KCNH2 WT inh | B2AR arrestin | GALK inh | Menin MLL FP TR | Coupling enz | PKM2 act | TRPV1 ag | CXXC DNA block
Cc1ccc(NC(=O)CSc2nc3ncc(Br)cc3[nH]2)cc1C | 0% | -3 | -20 | -17 | -0.6% | 5% | 38%[activator] | 5 | -1% | 25 | 17%
C/C(=N\NC(=O)c1nn(C)cc1Br)c1cccc(NC(=O)c2ccncc2)c1 | 2% | 2 | -2 | 7 | -1.4% | 0% | 4% | 0 | -10% | 4 | -5%

Continued:
SMILES | USP2a block | KCNH2 3.1 inh | Giardia kill | KCNH2 WT inh | B2AR arrestin | GALK inh | Menin MLL FP TR | Coupling enz | PKM2 act | TRPV1 ag | CXXC DNA block
Cc1ccccc1NC(=O)Cc1nc(COC(=O)CCc2ccccc2)cs1 | -1% | -6 | -10 | -1 | 0.1% | . | . | . | . | 11 | .
O=C(CNC(=O)N1CC(=O)Nc2ccccc21)NCc1cccc(Cl)c1 | 3% | -3 | 0 | -20 | -0.1% | -5% | . | . | . | 1 | 50%[activator]
Cc1cccc(Nc2nc(N)nc(CN3CCC(C)CC3)n2)c1C | -1% | -7 | -11 | 20 | -0.5% | 2% | 4% | 0 | -5% | 2 | -3%
COc1cccc(OCc2cc(C(=O)NCCc3cccc(C)n3)no2)c1 | -1% | 9 | -7 | -4 | -1.0% | -1% | -1% | 0 | 3% | 9 | -2%
Cc1ccccc1NC(=O)Cc1nc(COC(=O)c2ccc(Cl)nc2)cs1 | 1% | 4 | 26 | 0 | 0.3% | . | . | . | . | 0 | .
Cc1onc(-c2ccccc2)c1C(=O)NC(C)c1ccc2c(c1)OCO2 (stereo not given) | 1% | 12 | -7 | 12 | -0.1% | 7% | . | . | 0% | -6 | -13%
O=C1CC(N(CCc2ccccc2)C(=S)Nc2ccccc2)C(=O)N1c1ccccc1 (stereo not given) | 0% | 16 | 11 | 0 | 5.1% | 0% | ? | -3 | 11% | ? | 4%
CCN1CCN(CCNC(=O)c2ccc(CS(=O)c3ccc(Cl)cc3)o2)CC1 (stereo not given) | 4% | 28 | -4 | 2 | 0.4% | 3% | 1% | 2 | . | 1 | -2%
CC(=O)c1ccc(N2CCN(C(=S)Nc3ccccc3F)CC2)cc1 | 3% | 8 | -7 | -10 | 0.1% | 2% | -19% | 1 | -21% | 21 | 9%
C[C@@H]1CN(C(=O)c2nc3ccc(Cl)cn3c2CN2CCc3sccc3C2)C[C@H](C)O1 | 1% | 2 | 9 | -9 | -0.1% | -3% | -8% | -10 | -1% | 25 | -5%
CCC(=O)c1ccc(OCC(O)CN2C(=O)NC(C)(C)C2=O)cc1 (stereo not given) | 1% | 4 | -6 | -11 | -0.1% | 3% | 7% | 1 | 2% | 0 | 4%
Cc1cc(C)cc(NC(=O)C(OC(=O)c2cccs2)c2ccccc2)c1 (stereo not given) | 3% | -10 | -15 | 0 | -0.5% | 0% | -18% | -1 | -2% | 3 | 6%
Cc1ccc(S(=O)(=O)NCC(C)n2nc(C)nc2C)cc1 (stereo not given) | 2% | 3 | 0 | 3 | -0.1% | 17% | -26% | 3 | 1% | 0 | 12%
Cc1ccccc1NC(=O)CSc1nnc(CNC(=O)c2ccco2)n1C | -2% | 6 | 7 | -6 | 0.5% | . | . | . | . | 0 | .
Cc1ccc(N2CC(C(=O)NCc3ccc4c(c3)OCO4)CC2=O)cc1C (stereo not given) | 0% | 3 | 2 | 2 | -0.2% | 0% | 1% | 4 | -4% | 17 | 12%
CCN(CC)c1ccc(C(=S)N2CCN(c3ccccc3)CC2)cc1 | 3% | -31 | -5 | 19 | 0.0% | -1% | 6% | 1 | 1% | 3 | 1%
COCc1cc(C)[nH]c(=O)c1C(=O)NC12CC3CC(CC(C3)C1)C2 | 2% | 0 | -3 | -6 | 0.3% | 1% | -4% | 1 | -14% | 9 | 0%
COC(=O)[C@]1(C)N[C@H](CN(C)S(=O)(=O)c2ccccc2)[C@@H]2C(=O)N(C)C(=O)[C@@H]21 | 1% | 0 | -9 | -15 | -0.8% | . | . | . | . | . | .
CC(=O)c1ccc(OCCCC(=O)Nc2cc(S(=O)(=O)N(C)C)ccc2C)cc1 | 2% | -26 | 7 | 21 | 0.0% | 3% | 11% | 2 | -1% | 0 | -1%
O=S(=O)(c1ccc(Cl)cc1)c1cnc2ccccc2n1 | -2% | . | 3 | 18 | 4.8% | 0% | 15% | 4 | . | 8 | 15%
O=C(Nc1ccccc1)Nc1ccc(-n2ccc(C(F)(F)F)n2)cc1 | 3% | -10 | 12 | 7 | -0.1% | 7% | . | -2 | -2% | ? | -10%
CN(Cc1ccccc1)Cc1nc2scc(-c3ccccc3)c2c(=O)[nH]1 | -9% | 1 | -2 | -11 | 0.0% | 10% | -3% | 0 | -2% | 15 | 5%
Cc1c(Cl)c([N+](=O)[O-])nn1CC(=O)NCc1cccs1 | 1% | ? | -12 | 2 | -0.9% | 2% | -6% | 1 | -4% | 0 | -2%
Cc1cccc([C@@H]2C[C@H]3CN(Cc4cccc(Cl)c4)C(=O)[C@]34CCCN24)n1 | 1% | . | 17 | 17 | -0.3% | 3% | ? | 2 | -18% | 0 | 7%
Cn1c2c(c(=O)n(C)c1=O)C(NS(=O)(=O)c1ccccc1)(C(F)(F)F)C(=O)N2 (stereo not given) | 5% | 10 | -4 | 4 | 0.2% | -3% | -6% | 0 | -2% | -4 | 3%
Cc1ccc(NS(=O)(=O)c2ccc(NC(=O)C3CCCO3)cc2)cc1 (stereo not given) | 3% | -3 | -5 | -1 | 0.3% | -3% | 13% | -2 | 8% | 5 | -6%
Cc1nc(-c2ccc(C(=O)Nc3ccccc3F)cc2)cs1 | 4% | -3 | ? | -4 | -0.1% | 14% | 9% | 2 | -44% | ? | -7%

An excerpt (hit frequency here may not be typical).
